# Screening results deposited in PubChem by National Center for Advancing Translational Sciences (NCATS).
# 12-LOX inh = Primary qHTS assay for inhibitors of human arachidonate 12S-lipoxygenase (ALOX12): Round 2. Potency, µM (series often up to 108 µM), for the others: at the top dose activity change, negative = inhibition, most hits filed as inhibitors. actives 1.1% (n = 580,000). AID 1671190, 2021. purified 12hLO, xylenol orange hydroperoxide absorbance; note: potency is the fitted concentration of half-maximal effect; % is set by controls: 0 for no effect and ±100 for the full control effect
# Target sequence (P18054 whole entry, looked up): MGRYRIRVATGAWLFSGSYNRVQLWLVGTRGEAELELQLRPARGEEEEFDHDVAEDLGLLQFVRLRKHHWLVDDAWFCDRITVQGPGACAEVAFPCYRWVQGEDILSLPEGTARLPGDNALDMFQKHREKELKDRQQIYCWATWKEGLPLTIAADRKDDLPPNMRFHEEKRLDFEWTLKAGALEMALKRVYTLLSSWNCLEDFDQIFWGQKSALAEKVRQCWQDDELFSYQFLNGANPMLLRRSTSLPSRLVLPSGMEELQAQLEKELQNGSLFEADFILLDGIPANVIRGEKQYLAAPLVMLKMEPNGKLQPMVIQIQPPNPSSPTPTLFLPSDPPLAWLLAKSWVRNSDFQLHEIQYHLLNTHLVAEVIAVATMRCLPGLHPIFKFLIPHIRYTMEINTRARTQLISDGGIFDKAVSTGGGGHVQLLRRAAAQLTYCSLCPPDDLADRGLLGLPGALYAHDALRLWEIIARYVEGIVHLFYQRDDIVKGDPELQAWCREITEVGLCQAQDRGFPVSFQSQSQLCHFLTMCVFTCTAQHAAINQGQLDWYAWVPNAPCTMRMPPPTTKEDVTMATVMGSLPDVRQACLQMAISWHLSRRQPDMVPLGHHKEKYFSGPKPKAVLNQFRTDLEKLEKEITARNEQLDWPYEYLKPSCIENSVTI
#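 Hydroperoxide product was detected by ferrous iron/xylenol orange as the 573 to 405 nm absorbance ratio. Arachidonic acid at 40 uM (final) was turned over for 30 min at room temperature by 150 nM human 12hLO, pH 7.0 Hepes buffer, after 15 min compound preincubation.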
# D2 antagonist = HTS Assay for Allosteric Antagonists of the Human D2 Dopamine Receptor: Primary Screen for Antagonists; inhibition, % at 10 µM; HEK293 TREx D2 cells, calcium flux, dopamine EC80; AID 485344, 2010; actives 2% (n = 340,000); in the data active = inhibition above about 30%; note: 0% is about no effect
# Target sequence (P14416 whole entry, looked up): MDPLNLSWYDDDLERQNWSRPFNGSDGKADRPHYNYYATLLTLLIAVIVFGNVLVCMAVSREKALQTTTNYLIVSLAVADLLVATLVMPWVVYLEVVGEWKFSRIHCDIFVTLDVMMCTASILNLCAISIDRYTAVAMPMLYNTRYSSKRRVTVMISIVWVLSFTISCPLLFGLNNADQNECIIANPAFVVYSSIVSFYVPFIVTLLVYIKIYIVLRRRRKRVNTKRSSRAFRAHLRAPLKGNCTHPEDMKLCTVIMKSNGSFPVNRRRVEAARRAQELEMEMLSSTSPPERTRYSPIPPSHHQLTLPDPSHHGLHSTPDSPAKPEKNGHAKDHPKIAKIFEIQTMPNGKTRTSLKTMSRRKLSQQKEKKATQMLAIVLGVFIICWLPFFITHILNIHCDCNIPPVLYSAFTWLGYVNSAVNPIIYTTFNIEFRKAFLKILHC
#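 Overnight-induced (tetracycline, 30 C) HEK293 T-REx cells carrying force-coupled D2 receive a no-wash calcium dye, then compound, then EC80 dopamine at 180 s; signals are read kinetically throughout.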
# ERG-DNA inh = qHTS for Small Molecule Inhibitors of the ERG Ets/DNA interaction; Transcriptional regulator ERG (Homo sapiens), P11308; fluorescence polarization, His-ERG Ets domain / labelled DNA; Potency, µM (titrated, usually from 76.9 µM), for inactives: top-dose FP activity, negative = inhibition, usual class: inhibitors; actives 0.028% (n = 370,000); AID 624246, 2012; active = well fitted inhibition curve with a large enough effect in the polarisation, with a control signal flat; inconclusive = small, poorly fitted or top-dose-only effect, or effect the other way, or a change in a side signal; inactive = no such curve, though single readings can be large or run the other way; the % refers to the polarisation;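 note: polarization taken with two DNA probes labelled with fluorescein and Texas red; potency is the fitted concentration of half-maximal effect; % of control where 0% means no effect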
#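 His-tagged ERG Ets domain (1 uM in the protein solution; 300mM KCl, 50mM Tris-HCl, 1mM EDTA, 1mM DTT, pH 7.5) received compound, then a probe mix of 5 nM fluorescein-DNA and 100nM Texas-615-DNA. Fluorescence polarization was read for both dyes.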
# D2 ag = HTS Assay for Allosteric Agonists of the Human D2 Dopamine Receptor: Primary Screen for Agonists. D(2) dopamine receptor (Homo sapiens), P14416. HEK293 T-REx D2 cells, calcium flux agonist mode. activation, % at 2 µM. actives 0.53% (n = 340,000). AID 485358, 2010;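 active = activation over 3 SD above normal in the single-dose calcium agonist read, cut at about 30% in these data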; note: 0% is about no effect
#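 Tetracycline-induced HEK293 T-REx cells with force-coupled D2 receptor, plated overnight at 30 C, loaded with no-wash calcium dye. After a 10 s baseline, compound was pin-added and calcium flux read kinetically for 180 s; calcium rises flagged agonists.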
# RGS4 inh = Inhibitors of Regulator of G Protein Signaling (RGS) 4: qHTS; Potency, µM (top dose mostly 114 µM), inactives show at the highest dose activity change, negative = inhibition, hits mostly inhibitors; Transcreener GDP fluorescence polarization, RGS4-accelerated GTP hydrolysis; AID 504845, 2011; actives 0.039% (n = 390,000); Regulator of G-protein signaling 4 (Homo sapiens), P49798; note: potency is the fitted concentration of half-maximal effect; % is set by controls: 0 for no effect and ±100 for the full control effect; nearly all actives have a fitted effect of over 75% in size; some results filed as inactive show a strong effect at the top dose
#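 MLSMR compounds (23 nl, pin-transferred) preincubated 10 min at room temperature with a 500nM (2x) first reagent, then RGS4 at 900nM (2x) plus Transcreener GDP mix added; fluorescence polarization (620/688 nm) read before and after 90 min at 30 °C.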
# LDHA block = qHTS assay for inhibitors of human lactate dehydrogenase | L-lactate dehydrogenase A chain (Homo sapiens), P00338 | purified LDHA, NADH/diaphorase-resazurin fluorescence; stronger effect = lower value | activity change, % (values are at about 110 or 230 µM) | actives 0.15% (n = 480,000) | AID 1347041, 2019; in the data active = activity change below about -30%; inconclusive = mostly about -25% to -30%;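 note: plate controls were DMSO wells for no effect and wells without enzyme for full effect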
#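 Human LDH5 at 2 nM final in Tris HCl pH 7.4 with 0.06 mM NADH and 0.2 mM pyruvate, reacted 5 minutes at room temperature. Remaining NADH coupled via diaphorase/resazurin; resorufin fluorescence read at 0 and 20 minutes, normalized to enzyme-free and DMSO wells.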
# Vif-A3G inh = qHTS for Inhibitors of Vif-A3G Interactions: qHTS. DNA dC->dU-editing enzyme APOBEC-3G (Homo sapiens), Q9HC16. HeLa A3G-eYFP + Vif (tagged APOBEC3G with the HIV-1 protein that degrades it), YFP fluorescence, overnight. Potency, µM (doses to about 46.1 µM), inactives show top-dose activity, negative = active, actives largely listed as inhibitors. actives 0.076% (n = 410,000);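 note: potency is the fitted concentration of half-maximal effect; % is set by controls: 0 for no effect and ±100 for the full control effect; nearly all actives have a fitted effect of over 60% in size; hits raise eYFP signal because A3G escapes Vif-driven loss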
#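 HeLa cells stably expressing Vif and C-terminally eYFP-tagged A3G, seeded overnight at 37 deg C, then exposed to compound by pintool overnight at 37 deg C. Rise in yellow fluorescence (Ex 488/Em 500-530, Acumen) marks blocked Vif-driven A3G degradation.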
# Glioma ERSR ind = qHTS for Inducers of the Endoplasmic Reticulum Stress Response (ERSR) in Human Glioma: qHTS; U87-MG GRP78 promoter luciferase reporter, 16 h; Potency, µM, inactives show at the highest dose activation, usual class: activators; actives 0.02% (n = 420,000); AID 602332, 2012; note: potency is the fitted concentration of half-maximal effect; series mostly up to about 76 µM; % of control where 0% means no effect; nearly all actives have a fitted effect of over 35% in size
#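 Stably transfected U87-MG glioma cells carrying a GRP78-based luciferase sensor; 16 h compound incubation. Luminescence end-point read 10 min after Bright-Glo addition at room temperature.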
# Vif-A3F inh = qHTS for Inhibitors of Vif-A3F Interactions: qHTS | HeLa A3F-eYFP + Vif (tagged APOBEC3F with the HIV-1 protein that degrades it), YFP fluorescence increase | Potency, µM (titrated, usually from 46.1 µM), for the others: at the top dose activity, negative = active | actives 0.2% (n = 390,000) | AID 602313, 2012; note: potency is the fitted concentration of half-maximal effect; % of control where 0% means no effect; nearly all actives have a fitted effect of over 65% in size
#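 HeLa cells stably expressing A3F-eYFP plus Vif, plated and incubated overnight at 37 deg C, then exposed to compounds overnight at 37 deg C. Blocked degradation read as raised yellow fluorescence (Ex 488/Em 500-530).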
# Starred values were filed as active, the others as inactive; ? = inconclusive; nt = not tested or not shown; & = joins results of further samples; [ ] = another dose, or the depositor's remark. Unless noted, calls come from the whole dose curve; as a rule, active = well fitted curve in the direction sought with a large enough effect; inconclusive = small, poorly fitted or top-dose-only effect, or another doubt; inactive = no such curve, though single readings can be large; an effect the other way counts as inactive or inconclusive. Some of the compounds tested (hit frequency here may not be typical).
SMILES,12-LOX inh,D2 antagonist,ERG-DNA inh,D2 ag,RGS4 inh,LDHA block,Vif-A3G inh,Glioma ERSR ind,Vif-A3F inh
CN(C)c1ncc(S(=O)(=O)c2ccccc2)c(-c2ccccc2Cl)n1,-3%,-8,-6%,0.0,-14%,-5,-23%,0%,5%
COc1ccc2c(c1)c(CC(=O)NCc1cc([N+](=O)[O-])ccc1O)c(C)n2C(=O)c1ccc(Cl)cc1,nt,18,4%,0.3,-35%,-6,-8%,-6%,1%
O=C(C1CCN(c2nnc(N3CCCC3=O)s2)CC1)N1CCN(Cc2ccc3c(c2)OCO3)CC1,11%,1,6%,57*,-42%,-1,-4%,-1%,-2%
CCc1nnc(NC(=O)c2ccc(OC)cc2OC)s1,-22%,nt,nt,nt,23%,-9,3%,-9%,6%
COc1cc(C=O)ccc1OCCOCCOc1c(C)cc(Cl)cc1Cl,110%[activator],10,16%,1.6,-5%,1,-2%,-4%,0%
Cc1ccccc1N(C(=O)Cc1ccsc1)C(C(=O)NC1CCCCC1)c1ccc(F)cc1 (configuration not stated),25%,-2,nt,1.1,6%,-7,0%,-4%,1%
Cn1c(NCCCO)nc2c1c(=O)n(Cc1ccccc1F)c(=O)n2C,0%&-3%,1,4%,0.1,8%,0&5,0%,-3%,1%
COC(=O)c1ccccc1NC(=O)CSc1nc(NC(=O)c2ccccc2)c2c(C)c(C)oc2n1,-14%,-6,-1%,0.0,0%,-1,-1%,-4%,0%
CCc1cccc(NC(=O)C(Cc2ccccc2)NS(=O)(=O)c2ccc3c(c2)oc(=O)n3C)c1 (configuration not stated),-5%,nt,-13%,0.2,-18%,1,1%,-1%,0%
C=C1CC(C(=O)N/N=C/c2ccc(O)cc2)C1,11%,-1,nt,0.9,-48%,-3,0%,-3%,?
Cc1ccc(/C=N/n2c(C3CCCCC3)n[nH]c2=S)o1,?,nt,28%,nt,-8%,-3,-3%,-4%,?
Nn1c(SCc2cn3ccsc3n2)nnc1-c1ccncc1,0%,-19,-1%,0.9,7%,-6,3%,-2%,2%
CCc1ccccc1NC(=O)CN1CCN(C(=O)C2CCN(C(=O)/C=C/c3ccccc3)CC2)CC1,149%[activator],-5,3%,5.2,5%,-7,6%,5%,6%
COc1cccc(C(=O)NNC(=O)c2ccccc2)c1,13%,2,-7%,0.2,2%,1,3%,-6%,-3%
Cc1c(Cl)cccc1NC(=O)C(=O)NCCc1csc(-c2cccc(F)c2)n1,-26%,nt,-5%,0.4,18%,-2,0%,-4%,-2%
Cc1cc(N)n(-c2ccc(S(=O)(=O)c3ccc(C(C)C)cc3)cc2)n1,7%,-23,-15%,2.8,9%,-1,2%,-4%,-19%
Cc1c(Cl)cccc1NC(=O)CCCN1C(=O)c2cccnc2C1=O,-8%,11,-9%,-1.3,-19%,-4,2%,-3%,10%
COc1ccc(/C=N/N=C2/NC(=O)C(c3ccccc3)(c3ccccc3)S2)cc1,4%,nt,nt,nt,-2%,-4,0%,-3%,0%
CCn1c(CC(=O)Nc2ccccc2F)nnc1SCC(=O)Nc1nnc(C)s1,22%,14,1%,0.5,-11%,-5,-2%,0%,-20%
N#Cc1ccc(/C=C/C(=O)c2ccc3c(c2)OCO3)cc1,-5%,-3,1%,0.1,-30%,-2,-5%,-6%,-8%
COc1ccc(C(F)(F)F)cc1N/C=C\c1nnnn1-c1ccccc1,0%,nt,1%,nt,12%,4,-8%,-1%,1%
C=C1CCN([C@@H](CC(C)C)C(=O)O)S(=O)(=O)c2ccccc21,?,nt,-6%,nt,-26%,-2,0%,-3%,5%
O=C(c1cc(-c2ccc(O)cc2)on1)N1CCc2ccccc2C1,166%[activator],-3,0%,-0.1,-35%,-2,-5%,-1%,1%
CC[C@@H](C)C(NC(=O)OC(C)(C)C)c1cn([C@@H](CCCCNC(=O)OC(C)(C)C)C(=O)N2CCN(C(=O)OC(C)(C)C)CC2)nn1 (some centres not stated),-7%,8,-11%,0.6,0%,-3,-5%,-3%,2%
Cc1cccc(C2c3[nH]c4ccccc4c3CCN2C(=O)c2cc(-c3cccn3C)n[nH]2)n1 (configuration not stated),-4%,-28,-1%,0.3,-1%,-7,-3%,1%,12%
CC1(C)N=c2ccc([N+](=O)[O-])c(N)c2=[N+]1[O-],-36%,-16,-3%,1.0,3%,11,2%,-4%,0%
O=C(CCCC(=O)NCc1ccccc1)NCc1ccccc1,-15%,9,-7%,-0.2,2%,-7,0%,-4%,0%
COc1cc2c(cc1OC)/C(=C/C(=O)c1cccc([N+](=O)[O-])c1)NCC2,0%,-25,7%,-3.0,-19%[56.9 µM],10,-2%,-3%,23%
Cn1c(=O)c2sccc2n2c(CCCC(=O)NCc3ccc4c(c3)OCO4)nnc12,-16%,-16,-1%,0.2,14%,-6,1%,-3%,-3%
CCOc1ccc(NC(=O)CCC(=O)NNC(=O)c2cccc([N+](=O)[O-])c2)cc1,-3%,nt,-2%,nt,5%,-13,2%,-1%,-7%
C#Cc1ccc([C@H]2C=C(C(=O)NC3CC3)O[C@@H](OCC)[C@@H]2CCCO)cc1,12%,-1,-6%,0.5,0%,-2,0%,-5%,1%
CCOc1cc(/C=N/NC(=O)c2ccncc2)ccc1OC(=O)c1ccc([N+](=O)[O-])cc1,14%,nt,6%,nt,12%,-8,-9%,-6%,nt
COc1ccc(CN2C(=O)c3cccnc3C2=O)cc1S(=O)(=O)NC1CCCCC1C (configuration not stated),-6%,-8,14%,-0.1,-18%,-3,2%,-3%,0%
Cc1ccccc1CCNC(=O)c1cc2ccccn2n1,1%,nt,2%,-0.6,-7%,-8,3%,-2%,5%
CCN1c2ccccc2-c2nc(SCC(=O)Nc3cccc(C(F)(F)F)c3)ncc2S1(=O)=O,-20%,nt,-2%,-0.2,7%,-11,1%,-1%,0%
O=[N+]([O-])c1ccc2oc(C(O)c3cccc(Cl)c3)cc2c1 (configuration not stated),2%,1,7%,-0.6,0%,3,-10%,-2%,-24%
COc1ccc(/C=C2\Cc3ccccc3C2=O)cc1OC,-2%,13,1%,1.3,-8%,-12,1%,-5%,-3%
CCN1C(=O)C(O)(c2c(C)[nH]c3ccccc23)c2ccccc21 (configuration not stated),1%,nt,-8%,0.9,-22%,1,-9%,-5%,6%
COc1ccc(C(C)C)cc1S(=O)(=O)NCC1CCCO1 (configuration not stated),?,25,1%,-0.1,0%,-8,3%,-2%,0%
Cc1ccc(C)c(NC(=O)CN(C)C(=O)[C@@H](NC(=O)c2ccc(C(C)(C)C)cc2)C(C)C)c1,-5%,7,-9%,-1.4,13%,6,?,-9%,5%
Cc1nc2cc(-c3ccc(Cl)cc3)nn2c(C)c1CCC(=O)NC(C)c1ccc2c(c1)OCCO2 (configuration not stated),?,-2,-7%,0.8,18%,-2,-13%,-11%,1%
Cc1ccc(NC(=O)c2noc3c2CCCCC3)cc1C,1%,8,-4%,-0.2,-22%,-3,0%,-5%,-1%
COc1ccc(CCNC(=O)c2cc3c(=O)n4cccc(C)c4nc3n(CC3CCCO3)c2=N)cc1 (configuration not stated),?,-3,0%,-1.1,-17%,-3,-2%,-2%,-6%
CCN(Cc1ccccc1)C(=O)COC(=O)c1c(C)nsc1NC,185%[activator],-11,-9%,0.0,3%,-6,5%,-4%,4%
Cc1cccc(-c2cc3nc(C)c(C)c(NCCCn4ccnc4)n3n2)c1,-12%,1,-5%,0.3,-8%,-11,-7%,9%,-4%
Cc1ccc(NC(=O)COC(=O)c2cccc3c(=O)c(C)c(-c4ccccc4)oc23)cc1,6%&1%,3,11%,-0.1,23%,0&-5,0%,-3%,11%
COc1ccc(NC(=O)Cn2nnc(-c3ccccc3NS(=O)(=O)c3ccc(OC)cc3)n2)cc1,-3%,-10,5%,-1.4,18%,-3,?,-3%,-14%
Cc1ccc(-c2nnc(SCC(=O)N3CCCC3)o2)cc1,-3%,9,2%,0.1,13%,-4,-5%,5%,-11%

# One compound at a time (already shown).
# Results for COc1ccc(CCNC(=O)c2cc3c(=O)n4cccc(C)c4nc3n(CC3CCCO3)c2=N)cc1 (configuration not stated) → 12-LOX inh = ?; D2 antagonist = -3; ERG-DNA inh = 0%; D2 ag = -1.1; RGS4 inh = -17%; LDHA block = -3; Vif-A3G inh = -2%; Glioma ERSR ind = -2%; Vif-A3F inh = -6%
# Results for Cc1nc2cc(-c3ccc(Cl)cc3)nn2c(C)c1CCC(=O)NC(C)c1ccc2c(c1)OCCO2 (configuration not stated) → 12-LOX inh = ?; D2 antagonist = -2; ERG-DNA inh = -7%; D2 ag = 0.8; RGS4 inh = 18%; LDHA block = -2; Vif-A3G inh = -13%; Glioma ERSR ind = -11%; Vif-A3F inh = 1%
